GAA glycogen = qHTS Assay for Inhibitors and Activators of Human alpha-Glucosidase Cleavage of Glycogen | Lysosomal alpha-glucosidase (Homo sapiens), P10253 | recombinant GAA, glycogen substrate, Amplex Red glucose oxidase fluorescence | Potency, µM (titrated, usually from 76.4 µM), for inactives: at the highest dose activity change, negative = inhibition, hits mostly inhibitors | 300,000 tested, 0.38% active;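 note: 0% = full enzyme reaction and -100% = no-enzyme basal signal; the screen sought inhibitors and activators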
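Recombinant human alpha-glucosidase (4 nM final) hydrolysed bovine liver glycogen (30 ug) for 40 min at 37 C in pH 5.0 citrate/phosphate with 0.01% Tween-20. Released glucose detected by glucose oxidase/Amplex Red, Ex 573/Em 610 nm. Compounds up to 77 uM; AC50 from Hill fits.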
GoLoco inh red = qHTS Assay for Inhibitors of RGS12 GoLoco Motif Activity (Red Fluorophore); Guanine nucleotide-binding protein G(i) subunit alpha-1 (Homo sapiens), P63096; Gai1:RGS12 GoLoco peptide FP, rhodamine, 10 min; Potency, µM (titrated, usually from 61.6 µM), without a hit: at the highest dose activity, negative = inhibition, hits mostly inhibitors; 230,000 tested, 0.44% active; active = well fitted inhibition curve with a large enough effect, not every such curve was filed as active; inactive = no such curve, though single readings can be large or run the other way; note: % is set by controls: 0 for no effect and ±100 for the full control effect; nearly all actives have a fitted effect of over 30% in size; many of its hits are not listed in these tables
Target sequence (P63096 whole entry, looked up): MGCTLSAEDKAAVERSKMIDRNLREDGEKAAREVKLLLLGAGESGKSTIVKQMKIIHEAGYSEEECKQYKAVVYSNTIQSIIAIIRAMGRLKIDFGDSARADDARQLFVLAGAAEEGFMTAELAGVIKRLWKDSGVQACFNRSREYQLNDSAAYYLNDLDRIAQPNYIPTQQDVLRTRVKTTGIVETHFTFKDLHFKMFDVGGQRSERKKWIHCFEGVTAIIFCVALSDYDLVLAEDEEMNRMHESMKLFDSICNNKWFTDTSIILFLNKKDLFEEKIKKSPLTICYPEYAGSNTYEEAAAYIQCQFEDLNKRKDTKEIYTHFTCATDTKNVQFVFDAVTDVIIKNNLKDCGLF
GAA inh = qHTS Assay for Inhibitors of Human alpha-Glucosidase as a Potential Chaperone Treatment of Pompe Disease | Lysosomal alpha-glucosidase (Homo sapiens), P10253 | purified human GAA, 4-MU-alpha-glucoside fluorescence | Potency, µM (doses to about 76.9 µM), for the others: top-dose activity change, negative = inhibition, actives largely listed as inhibitors | 200,000 tested, 0.005% active | AID 1466, 2008;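 note: plate controls were uninhibited enzyme wells for no effect and no-enzyme background for full effect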
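Fluorogenic assay: 4 nM human alpha-glucosidase with 400 uM 4-methylumbelliferyl-alpha-D-pyranoside in 50 mM citrate/phosphate, 0.005% Tween-20, pH 5.0, 20 min at room temperature. Compounds tested up to 77 uM; AC50 from Hill fits.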
HttQ103 aggreg = qHTS Multiplex Assay to Identify Dual Action Probes in a Cell Model of Huntington: Aggregate Formation (GFP); Potency, µM (titrated, usually from 46.1 µM), for the others: top-dose activity change, negative = inhibition, actives largely listed as inhibitors; 220,000 tested, 1.1% active; AID 1688, 2009; PC12 HttQ103-GFP aggregates, Acumen cytometry, 40 h; note: % is set by controls: 0 for no effect and ±100 for the full control effect; nearly all actives have a fitted effect of over 60% in size
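Ecdysone-promoter PC12 model expressing HTT exon 1 Q103 fused to GFP, induced by tebufenozide at 100 nM final. Compounds titrated; aggregates sized 1–25 µm scored on a 488 nm laser cytometer.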
GAA spleen mod = qHTS Assay for Inhibitors and Activators of Human alpha-Glucosidase From Spleen Homogenate. Lysosomal alpha-glucosidase (Homo sapiens), P10253. human spleen homogenate, 4-MU-alpha-glucoside fluorescence. Potency, µM (series often up to 79.9 µM), for the others: top-dose activity change, negative = inhibition, most hits filed as inhibitors. 240,000 tested, 0.006% active. AID 2112, 2009;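 note: 0% = enzyme with vehicle and -100% = no enzyme basal signal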
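Compounds were titrated against alpha-glucosidase in spleen homogenate at pH 5.0, with 1 mM 4-methylumbelliferyl substrate for 40 min at 37 C. Reactions were quenched with pH 10 NaOH/glycine and fluorescence measured.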
IMPase Li cell = qHTS Assay for Identifying the Cell-Membrane Permeable IMPase Inhibitors: Potentiation with Lithium; CHO-M1 cells, IP1 TR-FRET (IP-One), carbachol + lithium; Potency, µM (titrated, usually from 59.4 µM), without a hit: at the top dose activity, negative = IMPase inhibition, usual class: inhibitors; 210,000 tested, 0.35% active; AID 1457, 2008;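 note: IP1 builds up when IMPase is blocked and the TR-FRET signal falls; plate controls were basal vehicle for no effect and high inhibitor control for full effect; nearly all actives have a fitted effect of over 50% in size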
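CHO cells stably expressing M1 receptor (2000/well) were cultured 16–30 h, then exposed to compounds with a small lithium addition for 30 min at 37C. IP1 was measured by TR-FRET competition; AC50 from Hill fits.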
HTT cytoprotect = qHTS Multiplex Assay to Identify Dual Action Probes in a Cell Model of Huntington: Cytoprotection (ATP); PC12 HTT-Q103 induced, cytoprotection, ATP luminescence, 40 h; Potency, µM (top dose mostly 56.4 µM), for inactives: cytoprotection (ATP increase), usual class: activators; 230,000 tested, 0.14% active; AID 1471, 2008;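 note: % of control where 0% means no effect; nearly all actives have a fitted effect of over 45% in size; toxic huntingtin expression switched on by the ecdysone agonist tebufenozide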
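Cells were plated at 1500 per well in phenol red-free DMEM with 5% equine and 5% calf serum. Tebufenozide (100 nM final) and compounds were added, then ATPlite reagent, and luminescence was read.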
* = called active by the depositor; ? = inconclusive; . = no result given; & = joins results of further samples; [ ] = dose if it differs, or a comment. Unless noted, calls come from the whole dose curve; as a rule, active = well fitted curve in the direction sought with a large enough effect; inconclusive = small, poorly fitted or top-dose-only effect, or another doubt; inactive = no such curve, though single readings can be large; an effect the other way counts as inactive or inconclusive. Potency is the fitted concentration of half-maximal effect. Only part of the results is shown, so the mix of outcomes need not match the whole.

Key to letters: A = GAA glycogen; B = GoLoco inh red; C = GAA inh; D = HttQ103 aggreg; E = GAA spleen mod; F = IMPase Li cell; G = HTT cytoprotect
> CC(C)NC(=O)c1onc(CSc2ccc(F)cc2)c1C(=O)O
  A = 10%; B = 10%; C = 1%; D = 1%; E = -21%; F = -5%[38.3 µM]; G = -3%
> Cc1ccc(S(=O)(=O)N(C)C)cc1NC(=S)NNC(=O)C(N)=O
  A = ?; B = 10%; C = -1%; D = 25%; E = 6%; F = 15%; G = .
> S=C(NCc1ccccc1)NCc1ccccc1
  A = -6%; B = -9%; C = -4%; D = 11%; E = 1%; F = 22%[38.3 µM]; G = 8%
> Nc1ccc2oc3ccccc3c2c1
  A = -4%; B = 2%; C = 5%; D = -5%; E = -1%; F = -3%; G = 15%[10 µM]
> O=C(Cn1ncc2c(=O)oc3ccccc3c21)N1CCN(C(=O)c2ccco2)CC1
  A = 4%; B = 15%; C = -13%; D = 10%; E = -2%; F = -12%[38.3 µM]; G = -2%
> CC(=O)c1cc(C(c2csc(C(C)=O)c2)c2csc(C(C)=O)c2)cs1
  A = -2%; B = 39%[activator]; C = -4%; D = 5%; E = -10%; F = ?; G = -5%[10 µM]
> C[C@]12CCC3C(CC=C4C[C@@H](O)CC[C@@]43C)C1CCC2[C@]1(C)CCC(=O)O1 (some centres undefined)
  A = 8%; B = 12%; C = -8%; D = -9%; E = -6%; F = 5%; G = 5%[10 µM]
> COCCn1c(=O)c(-c2ccccc2)nc2cnc(N3CCN(C)CC3)nc21
  A = .; B = 3%; C = .; D = .; E = 6%; F = -3%; G = -2%
> O=C(COC(=O)C1(c2ccc(Cl)cc2)CCCC1)N1CCc2ccccc21
  A = -13%; B = -1%; C = -4%; D = 18%; E = 4%; F = 10%; G = 15%[10 µM]
> COCCNc1cc(C)nc2ccccc12
  A = 6%; B = 5%; C = 7%; D = -5%; E = -5%; F = -19%[38.3 µM]; G = -8%
> COC(=O)C(C)Sc1ccc2nnc(-c3ccc(F)cc3)n2n1 (centres undefined)
  A = -27%; B = 1%; C = -2%; D = -1%; E = 2%; F = 3%[38.3 µM]; G = ?
> Cc1ncc([N+](=O)[O-])n1CC(=O)N/N=C/c1ccccc1F
  A = -7%; B = 6%; C = 3%; D = 1%; E = -11%; F = -17%; G = -21%
> CCCC(CCC)C(=O)NNc1cc(=O)c2c(=O)n(C)c(=O)n(C)c2[nH]1
  A = -1%; B = 28%; C = 1%; D = 4%; E = -2%; F = -19%[38.3 µM]; G = 11%
> CCOc1cc(/C=N/NC(=O)c2ccc(CN3CCOCC3)cc2)ccc1OCc1ccccc1
  A = 3%; B = 2%; C = -5%; D = 3%; E = -6%; F = 4%; G = 27%[10 µM]
> CCCCCCCC(=O)N/N=C(\C)c1cccnc1
  A = -5%; B = 1%; C = -4%; D = -26%; E = -2%; F = 7%; G = -14%[10 µM]
> Cc1ccc(N2C(=O)CC(NNC(=O)c3cccc(S(=O)(=O)N4CCCC4)c3)C2=O)cc1 (centres undefined)
  A = ?; B = 18%; C = 0%; D = -11%; E = 0%; F = 7%; G = 22%[10 µM]
> O=C(NCC1CCCN(Cc2cccc(OCCO)c2)C1)c1ccc(F)cc1 (centres undefined)
  A = 4%; B = 4%; C = 2%; D = 7%; E = -4%; F = .; G = -2%
> O=C(O)CP(=O)(O)O
  A = 4%; B = 0%; C = -6%[15.4 µM]; D = 26%&13%; E = -1%&0%; F = 9%&11%&2%; G = ?
> Cn1ncc(Oc2ccc([N+](=O)[O-])cc2)c(Cl)c1=O
  A = 2%; B = -1%; C = .; D = 7%[9.22 µM]; E = -4%; F = .; G = -4%[10 µM]
> CCOC(=O)N1CCC(NC(=O)c2cc(S(=O)(=O)N(CC)CC)ccc2F)CC1
  A = -3%; B = -1%; C = -1%; D = 20%[9.22 µM]; E = 0%; F = 33%[activator][38.3 µM]; G = -1%
> CCOc1ccccc1NC(=O)Cn1nnc(C(=O)NCc2ccco2)c1N
  A = 5%; B = 3%; C = 14%; D = 5%; E = 2%; F = -2%[38.3 µM]; G = -117%[inhibitor]
> O=C(CCC(NC(=O)OCc1ccccc1)C(=O)OCc1ccccc1)NCC(=O)OCc1ccccc1 (centres undefined)
  A = 5%; B = -2%; C = -13%; D = 10%; E = -9%; F = 8%; G = -10%[1.9 µM]
> CCOc1ccc(S(=O)(=O)Nc2ccc(S(=O)(=O)N3CCOCC3)cc2)cc1
  A = -9%; B = -2%; C = -7%; D = -14%; E = -17%; F = -11%[38.3 µM]; G = -8%
> C/C(=N/OC(=O)c1cccc(C(F)(F)F)c1)c1cnccn1
  A = 15%; B = 22%; C = -1%; D = 6%; E = -5%; F = -6%; G = -1%
> Cn1nc(-c2ccccc2)cc1NC(=O)Nc1ccc(F)cc1
  A = 2%; B = 1%; C = .; D = -9%[9.22 µM]; E = 5%; F = .; G = 5%[10 µM]
> CCCS(=O)(=O)NCCc1cc2c(C)ccc(C)c2[nH]c1=O
  A = 0%; B = -7%; C = -3%; D = ?; E = -2%; F = 7%; G = -27%
> CCOc1ccc(Cc2c(Cl)nc(SC)nc2OC)cc1
  A = 0%; B = 1%; C = 2%; D = 8%; E = -4%; F = -1%[38.3 µM]; G = 1%
> COc1ccc2[nH]cc(CCNc3cc(-c4ccccc4C(F)(F)F)ncn3)c2c1
  A = .; B = -3%; C = .; D = .; E = 4%; F = 14%; G = 4%
> COc1ccc(Oc2cc(C)c3ccccc3n2)cc1
  A = 3%; B = -1%; C = -20%; D = -4%; E = -3%; F = 4%[38.3 µM]; G = -17%
> CCOc1ccccc1NS(=O)(=O)N(C)C
  A = 11%; B = -19%; C = -6%; D = -13%; E = 2%; F = -22%[38.3 µM]; G = -1%
> CCOC(=O)C1=C(C)OC2(O)c3ccccc3C(=O)C12O (centres undefined)
  A = -8%; B = 4%; C = .; D = -7%[9.22 µM]; E = -5%; F = .; G = 6%[10 µM]
> CCCc1nnc(N2C(=O)c3cccc4cccc(c34)C2=O)s1
  A = -3%; B = 8%; C = 4%; D = 3%; E = -3%; F = 20%[38.3 µM]; G = 13%
> COc1ccc(CNC(=O)COC(=O)CCc2nc3ccccc3c(=O)[nH]2)cc1
  A = 2%; B = 5%; C = 2%; D = -4%; E = 2%; F = -3%; G = -18%
> CC1=CC(C)(C)N(C(=O)CN2C(=O)c3ccccc3C2=O)c2ccc(C)cc21
  A = 6%; B = 10%; C = 0%; D = -5%; E = 8%; F = 9%; G = 22%[10 µM]
> CC(C)CN(CC(C)C)S(=O)(=O)N1CCC(C(=O)N2CCc3ccccc3C2)CC1
  A = 1%; B = 2%; C = -7%; D = 4%; E = -9%; F = -3%; G = .
> O=S(=O)(NCc1ccccc1)c1cnc[nH]1
  A = 9%; B = 1%; C = 2%; D = 4%; E = 4%; F = 0%[38.3 µM]; G = -4%
> COc1ccc(CN=C2NN=C(c3cccc(OC)c3)CS2)cc1
  A = -14%; B = -6%; C = -4%; D = 3%; E = 2%; F = -2%; G = 1%[10 µM]
> O=c1cc(-c2ccccc2Cl)oc2cccc(O)c12
  A = 6%; B = -5%[88.7 µM]; C = 2%; D = 3%; E = 4%[119 µM]; F = 9%&6%; G = .
> CCOC(=O)c1c(NC(=O)CC2Sc3ccc(C(F)(F)F)cc3NC2=O)sc(C)c1C (centres undefined)
  A = 12%; B = 3%; C = -8%; D = 2%; E = -8%; F = 7%; G = -9%[10 µM]
> COc1ccc([N+](=O)[O-])cc1NC(=O)c1ccccc1SC
  A = -6%; B = 2%; C = 2%; D = -6%; E = -4%; F = 4%; G = .
> O=S1(=O)CCC(NC(=S)Nc2ccc3ccccc3c2)C1 (centres undefined)
  A = -20%; B = 7%; C = .; D = -31%[9.22 µM]; E = 6%; F = .; G = -19%[10 µM]
> Oc1c(C(c2cccs2)N2CCN(c3ccccc3)CC2)ccc2cccnc12 (centres undefined)
  A = 10%; B = 1%; C = 9%; D = 12%; E = -11%; F = -7%[38.3 µM]; G = -32%
> COCCCNC(=O)c1ccc(Cn2c(=O)[nH]c3ccccc3c2=O)cc1
  A = -1%; B = -5%; C = 1%; D = -7%; E = 7%; F = 1%; G = -27%
> CCS(=O)(=O)N1Cc2ccccc2CC1C(=O)OCC(=O)N(C(C)C)C(C)C (centres undefined)
  A = 5%; B = 1%; C = ?; D = -10%; E = -16%; F = 2%; G = -38%[inhibitor]
> O=C1NN(c2ccccc2)C(=O)C2C1C1C=CC2C12CC2 (centres undefined)
  A = -2%; B = 9%; C = -16%; D = -5%; E = 1%; F = -1%; G = 9%[10 µM]
> O=S1(=O)CCC(=Nc2ccc(Cl)cc2)c2ccsc21
  A = -5%; B = 9%; C = 5%; D = -1%[9.22 µM]; E = 8%; F = 0%; G = -11%
> Cc1ccc(C(=O)N2NC(c3ccc(F)cc3)C3C(=O)N(c4ccc(C)c(C)c4)C(=O)C32)cc1 (centres undefined)
  A = -19%; B = -38%; C = 5%; D = -3%; E = -1%; F = 1%; G = .
> CC(C)OC(=O)c1nnc(Cc2ccc(Cl)cc2)o1
  A = 4%; B = 10%; C = 7%; D = 3%; E = -1%; F = 3%; G = -6%
> Cc1cccc(-c2nnc(SCc3ccc(C#N)cc3)n2Cc2ccco2)c1
  A = -7%; B = 4%; C = -6%; D = -6%; E = 4%; F = 6%[38.3 µM]; G = -10%

Quoted from the listing.
O=C1NN(c2ccccc2)C(=O)C2C1C1C=CC2C12CC2 (centres undefined) in GAA glycogen: -2%
COc1ccc(Oc2cc(C)c3ccccc3n2)cc1 in GAA inh: -20%
O=S1(=O)CCC(NC(=S)Nc2ccc3ccccc3c2)C1 (centres undefined) in GoLoco inh red: 7%

Source: PubChem BioAssay
